Compound activity: PubChem, several laboratories
G6PDH CS – counter-screen for G6PDH assay hits: L. mesenteroides G6PDH inhibition; Purified L. mesenteroides G6PDH, diaphorase/resazurin coupled fluorescence, 45 min; inhibition, % at 5 µM; hit rate 0.12% among 200,000; AID 1020; in the data active = inhibition above about 50%
STAT1 blocker – reduces IFN-gamma driven STAT1 reporter signal. AID 920. NIH 3T3 STAT1-luciferase reporter, luminescence. inhibition, % at 5.5 µM. hit rate 0.35% among 200,000;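 active = inhibition above a set limit, the mean inhibition across all tested compounds plus 3 SD, cut at about 34% in these data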;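 also: 0% = IFN-gamma with DMSO and 100% = IFN-gamma with 300 µM nifuroxazide; values of inactives mirror those of a sister screen read the other way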
Hsp70 activator – Hsp70 transcriptional activation, primary screen. AID 1203. HeLa Hsp70 promoter luciferase reporter, luminescence; scaled: vehicle 0, proteasome-inhibitor control 100%. hit rate 0.04% among 200,000. activation, % at 10 µM;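 active = activation above the mean across all tested compounds plus 3 SD, cutoff set per campaign, cut at about 5.5% in these data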;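 also: 100% = MG132 at 30 µM as the positive control and 0% = DMSO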
TLR4-MyD88 BLA – blocks binding of human TLR4 to MyD88; O00206+Q99836; HeLa CL3-4 TLR4/MyD88 BLA complementation, FRET ratio; inhibition, % at 8.4 µM; hit rate 0.18% among 200,000; in the data active = inhibition above about 25%;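 also: 0% = vehicle and 100% = reference inhibitor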
Target sequence (O00206 whole entry, looked up): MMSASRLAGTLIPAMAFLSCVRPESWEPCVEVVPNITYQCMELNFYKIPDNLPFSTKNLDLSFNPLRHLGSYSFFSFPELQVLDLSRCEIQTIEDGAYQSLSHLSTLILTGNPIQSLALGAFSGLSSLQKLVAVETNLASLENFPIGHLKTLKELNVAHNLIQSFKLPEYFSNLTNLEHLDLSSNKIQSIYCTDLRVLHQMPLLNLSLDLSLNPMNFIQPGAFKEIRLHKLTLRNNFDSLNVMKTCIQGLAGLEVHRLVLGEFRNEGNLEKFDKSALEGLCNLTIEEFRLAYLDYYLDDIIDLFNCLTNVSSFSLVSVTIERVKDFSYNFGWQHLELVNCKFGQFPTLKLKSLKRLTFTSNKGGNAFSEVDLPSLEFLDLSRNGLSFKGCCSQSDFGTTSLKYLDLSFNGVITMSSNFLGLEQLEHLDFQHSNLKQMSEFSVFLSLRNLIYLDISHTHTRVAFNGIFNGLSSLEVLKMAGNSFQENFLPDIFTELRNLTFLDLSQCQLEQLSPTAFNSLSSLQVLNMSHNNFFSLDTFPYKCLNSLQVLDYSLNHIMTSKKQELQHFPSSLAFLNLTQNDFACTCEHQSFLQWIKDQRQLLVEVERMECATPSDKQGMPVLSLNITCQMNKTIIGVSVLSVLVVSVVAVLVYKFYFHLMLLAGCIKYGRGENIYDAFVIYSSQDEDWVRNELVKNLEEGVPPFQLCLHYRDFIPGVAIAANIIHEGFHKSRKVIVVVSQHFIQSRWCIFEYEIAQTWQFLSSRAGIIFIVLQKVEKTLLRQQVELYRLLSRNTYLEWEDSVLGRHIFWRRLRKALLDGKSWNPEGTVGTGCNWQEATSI
Target sequence (Q99836 whole entry, looked up): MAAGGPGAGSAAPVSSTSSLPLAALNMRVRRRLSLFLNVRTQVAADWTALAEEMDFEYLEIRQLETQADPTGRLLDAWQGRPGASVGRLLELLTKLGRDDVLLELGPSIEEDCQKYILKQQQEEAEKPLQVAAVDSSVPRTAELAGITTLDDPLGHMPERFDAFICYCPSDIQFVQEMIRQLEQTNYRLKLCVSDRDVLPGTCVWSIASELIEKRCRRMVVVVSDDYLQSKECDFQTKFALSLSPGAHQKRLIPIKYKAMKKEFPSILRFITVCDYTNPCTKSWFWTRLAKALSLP
STAT3 act – increases IL-6 driven STAT3 reporter signal | activation (% of control), % at 5.6 µM | U3A cells, IL-6 STAT3-luciferase reporter, luminescence; 100% = signal with IL-6 EC80 alone | hit rate 0.91% among 190,000;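 active = activation above the screen-wide mean of compound activation plus 3 SD, cut at about 130% in these data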;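 also: 0% = background luminescence of wells with medium and substrate only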
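System – human U3A cells carrying STAT3-luciferase construct · Probe or stimulus – Interleukin-6, 33 ng/mL · Schedule – compound 1 h, then IL-6 6 h at 37 °C · Signal – luminescence from STAT3-driven luciferase reporter · Evaluation – percent of IL-6-only median luminescence · Benchmarks – IL-6-only high control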
Diaph inh CS – counter-screen for diaphorase-based assays: diaphorase inhibitors and chemical oxidizers. diaphorase resazurin-to-resorufin fluorescence, NADH, 16 min; bacterial (C. kluyveri) enzyme, not human. inhibition, % at 20 µM. hit rate 0.69% among 190,000;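 active = primary screen inhibition at 20 µM above a set limit, cut at about 50% in these data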;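 also: plate controls were DMSO with full reaction for no effect and wells lacking NADH for full effect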
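material = Clostridium kluyveri diaphorase enzyme | amount = 0.14 U/mL diaphorase, enzyme working solution | schedule = incubation 16 min, room temperature | detection = fluorescence of resorufin formed from resazurin, Ex 544/Em 590 nm | benchmarks = positive control minus NADH, DMSO neutral control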
STAT3 blocker – STAT3 signaling inhibition; hit rate 0.89% among 190,000; inhibition, % at 5.5 µM; AID 862; U3A cells, IL-6 STAT3-luciferase reporter, luminescence; host cell line lacks STAT1;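 active = inhibition above the mean inhibition across all screened compounds plus 3 SD, cut at about 44% in these data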;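 also: 0% = DMSO only wells and 100% = 100 µM nifuroxazide control wells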
Diaphorase act – counter-screen for diaphorase-based assays: diaphorase activators and chemical reducers; Diaphorase/resazurin coupled assay, resorufin fluorescence, 16 min; hits give high values; 1 = vehicle wells, 0 = NADH-free wells; hit rate 0.005% among 190,000; activation factor at 20 µM;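 active = diaphorase activity raised at least twofold by the compound at 20 µM; inactive = activation factor below 2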
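test system = bacterial diaphorase enzyme (C. kluyveri) | quantity = enzyme 0.07 U/mL final | reagent = NADH substrate 0.114 mM plus resazurin dye 0.1 mM, final | incubation = 16 min enzyme reaction, ambient temperature | buffer or medium = HEPES pH 7.4 buffer with MgCl2 and Tween 20 | signal = fluorescence of resorufin, 544 nm excitation, 590 nm emission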
APP 5UTR inh – APP translation inhibition. inhibition, % at 2 µM. hit rate 0.82% among 190,000. AID 1285. SH-SY5Y APP 5'UTR-luciferase reporter, luminescence;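 active = inhibition above a set limit, derived from the sample mean plus 3 SD, cut at about 45% in these data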; also: values of inactives mirror those of a sister screen read the other way
STAT1 act – increases IFN-gamma driven STAT1 reporter signal; NIH 3T3 STAT1-luciferase reporter, luminescence; 100% = IFN-gamma alone, no compound; hit rate 2.6% among 200,000; activation (% of control), % at 5.5 µM;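 active = activation above the screen-wide mean activation plus 3 SD, cut at about 130% in these data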;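 also: raw ratio to IFN-gamma control signal so 100% means no change and 0% no light; values of inactives mirror those of a sister screen read the other way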
An asterisk follows results filed as active; x = no result given.

SMILES	G6PDH CS	STAT1 blocker	Hsp70 activator	TLR4-MyD88 BLA	STAT3 act	Diaph inh CS	STAT3 blocker	Diaphorase act	APP 5UTR inh	STAT1 act
CC(C)CN(C(=O)COC(=O)c1ccccc1SCC(=O)NC1CCCCCC1)C1CCS(=O)(=O)C1 (centres undefined)	-14	4	0.1	-19	99	5	0	0.9	-1	96
Cc1ccc(S(=O)(=O)NC2CCCCC2)c(C)c1NS(C)(=O)=O	2	-8	-0.3	-19	95	4	8	1	-22	104
Cc1ccc(C)c(NC(=O)CN2C(=O)CNC2=O)c1	-3	-2	0.4	1	104	6	1	0.9	0	102
C=CCc1cccc2cc(C(=O)N(CC)CC)c(=O)oc12	1	9	-0.3	8	102	5	4	1	-3	92
Cn1c(=O)c2nc(-c3ccc(Cl)cc3Cl)oc2c2ccccc21	2	-4	-0.2	-2	90	3	13	1	-40	104
CCn1c(SCC(=O)NCC2CCCO2)nnc1-c1ccccc1 (centres undefined)	10	-4	-0.5	1	104	0	1	1	-4	104
CCOC(=O)Cc1csc(NC(=O)CSc2nnc3ccccn23)n1	2	-9	0.0	-4	96	14	10	0.9	-16	110
COCCn1nnnc1C(c1cc2c(C)cc(C)cc2[nH]c1=O)N1CCCCCC1 (centres undefined)	17	5	-0.4	4	95	15	10	0.9	2	96
CC(C)(C)C1CCC(=NNc2ccc(S(N)(=O)=O)cc2[N+](=O)[O-])CC1 (centres undefined)	-7	-2	-0.1	4	106	20	-10	0.8	-13	102
COc1ccc(NC(=O)C2CCCN(S(=O)(=O)c3c(C)n[nH]c3C)C2)cc1 (centres undefined)	1	0	0.1	16	106	5	-3	0.9	-5	100
COc1ccccc1NC(=O)CSc1nnc(CC(=O)Nc2ccccc2)n1C	1	3	-0.3	13	100	12	4	0.9	10	97
COC(=O)c1cc(C(=O)NCCCN2CCOCC2)cc([N+](=O)[O-])c1	7	-5	-0.2	-1	107	3	-9	1	-16	105
COCCNC(=S)N/N=C/c1ccc(N2CCOCC2)cc1	13	3	-0.1	-8	105	4	-5	1	-12	97
O=C(Nc1ccccc1N1CCOCC1)c1ccc(N2CCOCC2)c([N+](=O)[O-])c1	7	-5	-0.2	5	97	-12	7	1.1	-12	104
CC1(C)CC(=O)C2=C(C1)NC(SCC(N)=O)=C(C#N)C21CCCCC1	7	8	0.1	-6	104	-4	0	1	0	93
O=C(c1nnsc1S(=O)(=O)c1ccc(Cl)cc1)N1CCOCC1	6	24	-0.1	20	74	-6	34	1.1	38	77
N#C/C(=C/c1ccc(N2CCCCCC2)o1)c1cccc(F)c1	18	-25	1.4	18	97	29	1	0.7	3	124
CCC(NC(=O)Nc1ncccc1C)(C(F)(F)F)C(F)(F)F	-1	-2	0.7	-2	99	10	2	0.9	-12	102
O=C(O)c1sc2cccc(Cl)c2c1Cl	6	12	-0.1	-6	122	x	-16	x	-2	88
O=C(c1ccccc1)c1coc2c1C(=O)c1ccccc1C2=O	53*	-6	0.7	-19	131	-16	-20	1.2	-37	105
CC1(C(=O)N/N=C/c2ccccc2)CC1(Br)Br (centres undefined)	16	-6	0.1	1	100	x	2	x	5	106
Cc1c(OCC(F)(F)F)ccnc1CSc1nc2ccccc2[nH]1	6	-30	-0.1	-1	94	3	12	1	-59	128
O=C(COc1ccc2c(-c3ccccc3)cc(=O)oc2c1)NCc1cccs1	-12	-4	-0.1	4	105	12	0	0.9	-12	104
CCCCCn1c(N2CCN(Cc3ccccc3)CC2)nc2c1c(=O)[nH]c(=O)n2C	11	-5	0.0	-4	103	5	0	1	-15	104
CCc1nc2oc3cc(OC)ccc3c(=O)c2c(=O)n1-c1ccccc1	0	-12	-0.1	9	93	10	12	0.9	-5	111
CC(=O)N/C(=N\OCc1ccc(Br)cc1)c1nonc1NC(C)=O	-3	-10	-0.4	9	103	17	-9	0.8	-14	109
O=[N+]([O-])c1ccccc1/C=N/n1c(C(F)(F)F)n[nH]c1=S	8	8	0.0	-4	105	42	2	0.6	6	92
CCCCS(=O)c1c(O)c2ccccc2[nH]c1=O (centres undefined)	4	4	-0.2	-5	94	13	11	0.9	22	97
CCC(=O)Nc1ccc(OCc2nc3ccccc3s2)cc1	-2	-36	-0.2	-5	132	7	-38	0.9	-216	134*
O=C(c1cccc(Br)c1)N1CCN(C(=O)N2CCCCC2)CC1	0	11	0.2	4	101	12	2	0.9	11	90
COc1ccc(C)cc1NC(=O)c1ccccc1NS(=O)(=O)c1cccc2cccnc12	-14	1	-0.3	2	97	20	2	0.8	-17	99
CC(=O)c1cc(C#N)c(NCCCN(C)C)nc1C	9	-2	0.4	-3	98	-10	8	1.1	8	100
COc1cccc(NC(=O)C2CCN(S(=O)(=O)c3ccc4c(c3)OCCO4)CC2)c1	-2	4	-0.3	-6	102	19	-2	0.8	-3	96
CCN1CCN(c2ccc([N+](=O)[O-])c(Sc3nc4ccccc4[nH]3)c2)CC1	15	8	-0.4	-1	89	33	17	0.7	15	93
CCC(C)(C)NC(=O)C(c1ccco1)N(C(=O)Cn1nnc2ccccc21)c1ccc2c(c1)OCO2 (centres undefined)	3	2	0.0	-3	104	12	0	0.9	-14	98
Cc1ccc(C(=O)CSc2nc(N)cc(=O)[nH]2)cc1	16	1	-0.2	-10	94	11	9	0.9	-6	99
CCC1CCCCN1C(=S)Nc1ccc(SC(F)F)cc1 (centres undefined)	-15	1	-0.3	-10	94	14	2	0.9	-25	99
COc1cccc(-c2nnc3sc(C4CCCCC4)nn23)c1	0	4	-0.5	-2	105	13	-6	0.9	20	99
O=C(C1CCN(C2CC(=O)N(c3ccc(F)cc3)C2=O)CC1)N1CCOCC1 (centres undefined)	12	2	0.3	-4	98	2	6	1	-17	102
COc1cccc(NC(=O)C(c2ccccc2)N2CCCC2)c1 (centres undefined)	4	-7	-0.2	1	98	4	6	1	-13	105
Cc1cc(C(=O)COC(=O)CN(C)S(=O)(=O)c2ccc(Cl)cc2)c(C)n1CC1CCCO1 (centres undefined)	-3	6	0.1	-3	94	22	11	0.8	-8	94
O=C(NC1CCc2ccccc21)c1cc(COc2ccc(F)cc2F)on1 (centres undefined)	12	-8	0.6	-16	115	16	-11	0.8	1	105
O=[N+]([O-])c1ccc(CSc2nnc(SCc3ccc(Cl)cc3)s2)cc1	-25	3	-0.1	-17	87	7	18	0.9	5	97
Cc1ccc(Cl)c(NC(=O)CN(C)CC(=O)Nc2ccc(F)c(F)c2F)c1Cl	4	0	-0.4	-3	104	10	-1	0.9	6	99
CCn1c(CC(=O)Nc2ccc(C)cc2)nnc1SCC(=O)N1CCN(c2ccccc2)CC1	17	-3	0.0	2	98	14	5	0.9	-8	103
O=C(COc1ccc(S(=O)(=O)N2CCOCC2)cc1)Nc1ccccc1C(F)(F)F	6	-3	-0.3	-2	106	20	-10	0.8	0	102
O=C(O)CSc1nc2c(c(C(F)(F)F)n1)CCCC2	4	-5	0.1	-5	96	0	12	1	4	105
Cc1ccc(-c2csc3ncnc(N4CCc5ccccc5C4)c23)cc1	-9	-20	-0.5	8	106	17	-13	0.8	1	119
O=C(CSc1nc2c(sc3ccccc32)c(=O)n1Cc1ccco1)NCC1CCCO1 (centres undefined)	-9	7	-0.2	-23	98	12	7	0.9	-12	93
O=C(NCCN1CCCCCC1)c1ccc(CS(=O)(=O)c2ccc(Br)cc2)o1	12	1	-0.1	-9	99	-30	7	1.3	2	99
O=C(COC(=O)C1CC(O)CN1S(=O)(=O)c1ccc(Cl)cc1)c1ccccc1 (centres undefined)	13	3	-0.1	-16	95	-6	9	1.1	-1	97
C/C(=N\NC(=O)CSc1nc(C)cc(C)n1)c1cccs1	-2	-1	-0.5	-4	109	0	-11	1	5	101
CCS(=O)(=O)Nc1ccc(C(=O)CC2(O)C(=O)Nc3ccc(Br)cc32)cc1 (centres undefined)	4	2	0.0	-2	105	5	-5	0.9	-7	99
COc1cccc(N2CCN(CC(=O)NCc3cccs3)CC2)c1	-12	9	-0.1	3	99	7	4	0.9	11	91
COc1ccccc1N(CC(=O)NCc1ccco1)S(C)(=O)=O	-2	-2	0.0	3	107	3	-6	1	0	103
COc1ccc(N2CCN(C(CNC(=O)C(=O)NCc3cccnc3)c3ccco3)CC2)cc1 (centres undefined)	0	-3	-0.3	1	107	10	-3	0.9	11	100
COc1ccccc1Nc1nc2cc(C)ccc2cc1C#N	11	-7	0.1	-7	96	1	7	1	17	105
O=C(Nc1ccc(N2CCOCC2)c(Cl)c1)c1cccnc1	2	-13	-0.1	7	104	11	-5	0.9	-8	112
c1ccc2c(c1)[nH]c1nc3nncn3nc12	6	3	-0.3	10	101	11	2	0.9	-1	97
Cc1c(Cl)cccc1NC(=O)NCc1ccc(F)cc1	8	-13	0.0	-3	108	6	-5	0.9	-15	110

Rewritten in markdown: part of the list above.
| structure | G6PDH CS | STAT1 blocker | Hsp70 activator | TLR4-MyD88 BLA | STAT3 act | Diaph inh CS | STAT3 blocker | Diaphorase act | APP 5UTR inh | STAT1 act |
| --- | --- | --- | --- | --- | --- | --- | --- | --- | --- | --- |
| CCN1CCN(c2ccc([N+](=O)[O-])c(Sc3nc4ccccc4[nH]3)c2)CC1 | 15 | 8 | -0.4 | -1 | 89 | 33 | 17 | 0.7 | 15 | 93 |
| COc1cccc(N2CCN(CC(=O)NCc3cccs3)CC2)c1 | -12 | 9 | -0.1 | 3 | 99 | 7 | 4 | 0.9 | 11 | 91 |
| CCOC(=O)Cc1csc(NC(=O)CSc2nnc3ccccn23)n1 | 2 | -9 | 0.0 | -4 | 96 | 14 | 10 | 0.9 | -16 | 110 |

Later entries
SMILES	G6PDH CS	STAT1 blocker	Hsp70 activator	TLR4-MyD88 BLA	STAT3 act	Diaph inh CS	STAT3 blocker	Diaphorase act	APP 5UTR inh	STAT1 act
COc1cc(/C=C2/N=C(c3ccccc3F)OC2=O)cc(Cl)c1OS(C)(=O)=O	7	7	-0.2	-3	98	1	9	1	0	94
CN(c1ccccc1)S(=O)(=O)c1ccc(C(=O)NCC2CCCO2)cc1 (centres undefined)	12	3	-0.2	6	98	11	6	0.9	22	97
CCOC(=O)c1sc2nc(C)nc(Nc3ccccc3)c2c1C	2	6	5.7*	3	92	-8	12	1.1	10	93
CN(C(=O)CSc1nc2ccccc2s1)c1c(N)n(Cc2ccccc2)c(=O)[nH]c1=O	1	3	-0.2	5	104	12	3	0.9	-28	97
Fc1cccc(NC(=S)NCc2ccccn2)c1	16	-12	-0.1	-6	99	13	-2	0.9	-25	111
CCOC(=O)c1sc(=NC(=O)COc2ccccc2)n(C)c1C	-8	-22	0.5	-2	92	0	16	1	-36	120
C=CCNC(=O)/C(=C\c1cccc([N+](=O)[O-])c1)NC(=O)c1ccccc1	0	4	0.0	-2	104	-8	-1	1.1	25	97
COc1ccc(Nc2ncnc3c2cnn3Cc2ccccc2)cc1	6	-1	-0.4	-11	92	5	17	1	-9	101
